RmlCD inh 1536: M. tuberculosis RmlC/RmlD inhibition; P9WH09+P9WH11; RmlC+RmlD coupled enzyme assay, percent inhibition; primary screen in compound mixtures; inhibition, % at 3.6 µM; 0.03% of 160,000 active; AID 1533; in the data active = inhibition mostly above about 34%, no sharp cut-off; inconclusive = no clear call, values can overlap the other calls; inactive = mostly below about 22%; note: some results filed as inactive read as strong as hits
Target sequence (P9WH09 whole entry, looked up): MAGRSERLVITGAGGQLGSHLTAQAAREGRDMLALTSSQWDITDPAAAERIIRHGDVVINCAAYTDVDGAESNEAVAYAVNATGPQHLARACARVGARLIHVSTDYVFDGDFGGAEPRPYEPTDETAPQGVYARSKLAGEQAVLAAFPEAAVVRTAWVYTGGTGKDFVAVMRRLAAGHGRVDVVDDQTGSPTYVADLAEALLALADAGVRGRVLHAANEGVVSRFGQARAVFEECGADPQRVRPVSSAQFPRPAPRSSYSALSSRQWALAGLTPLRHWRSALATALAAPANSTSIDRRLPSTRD
Target sequence (P9WH11 whole entry, looked up): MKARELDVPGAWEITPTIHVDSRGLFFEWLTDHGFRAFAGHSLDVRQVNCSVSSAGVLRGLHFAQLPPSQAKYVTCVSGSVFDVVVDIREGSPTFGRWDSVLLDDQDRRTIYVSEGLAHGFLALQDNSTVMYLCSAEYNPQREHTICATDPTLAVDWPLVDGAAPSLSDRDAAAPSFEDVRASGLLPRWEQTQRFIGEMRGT
M. tuberculosis GlmU: inhibition of mycobacterial GlmU enzyme – biochemical, glucosamine-1-phosphate acetyltransferase (AID 1376) | M. tuberculosis GlmU acetyltransferase enzyme assay; higher % means a stronger effect | 0.25% of 220,000 active | inhibition, %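 (tested at 30 µM in the primary screen)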; hits with a dose series show IC50 in µM; in the data active = inhibition above about 13%; inconclusive = no clear call, values can overlap the other calls;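 note: 0% = complete reaction with vehicle and 100% = reaction without substrate; strong numbers were not always called active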
Starred values were filed as active, the others as inactive; ? = inconclusive; . = not tested or not shown. A portion of the library (hit frequency here may not be typical).

SMILES	RmlCD inh 1536	M. tuberculosis GlmU
COC(=O)CNC(c1ccccc1)c1cc(Br)ccc1NS(=O)(=O)c1ccc(C)cc1 (configuration not stated)	5.9	7.2%
CCN1CCCC1CNCc1ccc(Cl)cc1Cl (configuration not stated)	5.5	1.1%
O=C(Nc1cccnc1)C1COc2ccccc2O1 (configuration not stated)	9.1	-0.1%
COc1cc(C(=O)NNC(=S)NC(=O)c2ccc(F)cc2)cc(OC)c1OC	15.8	3.5%
CN(C)c1ccc(CN(C(=O)c2ccco2)C2CCS(=O)(=O)C2)cc1 (configuration not stated)	1.8	0.6%
O=C(c1nc2nc(-c3cccs3)cc(C(F)(F)F)n2n1)N1CCN(Cc2ccccc2)CC1	.	1.5%
CC(=O)c1cc(C(=O)N2CCc3c([nH]c4ccccc34)C2C2CCCCC2)[nH]n1 (configuration not stated)	3.9	-2.5%
Cc1nc2cc(NC(=O)NCc3ccccc3)ccc2o1	-3.0	.
CCC1COC(c2cccn2Cc2ccccc2Cl)=N1 (configuration not stated)	-7.0	-1.6%
Cc1cnc(NC(=O)CCNC(=O)c2ccccc2Cl)s1	-5.1	-0.3%
O=C(CSCc1ccc(F)cc1)N1CCN(c2ccccc2)CC1	.	1.8%
Cc1ccc(SC(C)C(=O)Nc2ccccc2-c2ccccc2)cc1 (configuration not stated)	.	1.5%
COc1cc(NC(=O)COc2ccc(Br)cc2)ccc1NC(=O)C(C)C	-3.4	-7.1%
COC(=O)C1=C(C(=O)OC)[C@@H]2N(C)c3ccc(OC)cc3[C@@]23C[C@@H](C(=O)OC)N(C(=O)CC(C)C)C3=N1	.	2.2%
Cc1cc(C)cc(-n2nnc(C(=O)NCc3ccc(Cl)cc3)c2N)c1	-2.9	6.7%
CCOC(=O)COc1ccc(N)cc1CC(NC(C)=O)(C(=O)OCC)C(=O)OCC	.	0.9%
Cc1cccc(Nc2nc(NCCCN3CCOCC3)nc(N)c2[N+](=O)[O-])c1	35.1	2.8%
Cc1ccc(OC(=O)c2cc3ccccc3o2)cc1	.	1.6%
O=C(CSc1nc2cc(Cl)c(Cl)cc2[nH]1)c1ccc2c(c1)OCO2	-4.0	-0.8%
Cc1nc(CCNC(=O)CC2C(=O)NCCN2Cc2ccc(F)cc2)sc1C (configuration not stated)	3.3	1.1%
COC(=O)c1nn(-c2nc(-c3cccc(OC)c3)cc(C(F)(F)F)n2)cc1[N+](=O)[O-]	-6.1	5.9%
O=C1C(SC(F)(F)C(F)F)=C(C(F)(F)F)OC2C3C=CC(C3)C12 (configuration not stated)	-5.2	0.5%
O=C(COc1ccccc1)Nc1ccc2c(c1)nc1n2CCSC1	.	3.1%
O=C(Nc1ccc(Br)cc1)/C(=C/c1cccc([N+](=O)[O-])c1)NC(=O)C1CCCCC1	9.0	-2.8%
CCc1ccc2[nH]c(=O)c(C(c3nnnn3CCOC)N3CCN(c4ccc(F)cc4)CC3)cc2c1 (configuration not stated)	9.5	-1.4%
SMILES	RmlCD inh 1536	M. tuberculosis GlmU
CC1CCN(C(=O)CN(C)S(=O)(=O)c2cccc3nsnc23)CC1	-11.5	-0.5%
COc1ccccc1-n1c(SCC(=O)O)nnc1-c1ccc(S(=O)(=O)N2CCCCC2)cc1	.	-4.9%
Cc1ccc(NC(CC(=O)c2ccccc2)C(=O)O)cc1Cl (configuration not stated)	5.2	-6.0%
O=C(NNc1ccc([N+](=O)[O-])cc1)C12CC3CC(CC(C3)C1)C2	90.5	11.9%
CNC(=O)C1=C(C)Nc2nc3ccccc3n2C1c1cccc(OC)c1 (configuration not stated)	12.8	0.1%
O=c1oc2ccccc2n1CCCOc1ccccc1	3.9	0.0%
O=C1CCCC(O)=C1C=NCc1ccccc1	-2.9	1.3%
Cc1c(C(=O)N2CCOCC2)oc2ccc(S(=O)(=O)N3CCCC3)cc12	.	2.5%
O=C1C2CC=C(Cl)CC2C(=O)N1CCCCCCN1C(=O)C2CC=C(Cl)CC2C1=O (configuration not stated)	.	1.4%
CCCCOC(=O)c1ccc(NC(=O)c2c(Cl)ccc(Cl)c2OC)cc1	-6.0	1.4%
COc1cc(C(=O)NNC(=S)NCc2ccco2)cc(OC)c1OC	-11.9	-1.6%
CCc1ccccc1NC(=O)CN(C)C(=O)CSc1nnc(Nc2ccc(C)cc2)s1	21.0	-4.7%
O=C(c1ccccc1)c1coc2c1C(=O)c1ccccc1C2=O	5.5	3.0%
Cc1ccc(C2c3c(oc4ccc(Cl)cc4c3=O)C(=O)N2CCCN2CCOCC2)o1 (configuration not stated)	21.8	-0.1%
O=C(NCCN1CCOCC1)c1ccc(Cl)cc1[N+](=O)[O-]	8.4	-4.2%
CCC1CCCCN1CCNS(=O)(=O)c1ccc2c(c1)CCN2C(C)=O (configuration not stated)	10.7	0.9%
COc1cc(C)c(S(=O)(=O)NCc2cccs2)cc1C	5.2	.
S=C(c1ccc(-c2cccc(Cl)c2)o1)N1CCOCC1	8.0	1.2%
Cc1cc(C)n(-c2ccc(C(=O)Nc3ccc(N4CCOCC4)cc3)cc2)n1	37.5	1.5%
CCCCn1nc(C(=O)Nc2cc(S(=O)(=O)N(C)C)ccc2C)c2ccccc2c1=O	.	-2.4%
O=C1CSC(c2cccc(F)c2)N1c1ccc(O)cc1 (configuration not stated)	-7.6	-2.6%
CCN1CCc2c(C#N)c(N3CCCCC3)nc(NCc3ccccc3)c2C1	9.4	-6.0%
COc1cc(C(=O)N/N=C/c2cc([N+](=O)[O-])cs2)cc(OC)c1OC	0.6	3.3%
Cc1cccc(N(C)C(=O)CCS(=O)(=O)c2cccc3nonc23)c1	6.5	1.1%
COc1ccc(CNC(=O)c2ccc(C(C)C)cc2)cc1	7.4	-0.3%

One compound at a time, as listed above.
`COc1ccccc1-n1c(SCC(=O)O)nnc1-c1ccc(S(=O)(=O)N2CCCCC2)cc1` is listed as RmlCD inh 1536: .; M. tuberculosis GlmU: -4.9%
`O=C(c1nc2nc(-c3cccs3)cc(C(F)(F)F)n2n1)N1CCN(Cc2ccccc2)CC1` is listed as RmlCD inh 1536: .; M. tuberculosis GlmU: 1.5%
`Cc1cc(C)n(-c2ccc(C(=O)Nc3ccc(N4CCOCC4)cc3)cc2)n1` is listed as RmlCD inh 1536: 37.5; M. tuberculosis GlmU: 1.5%

Additional results
SMILES	RmlCD inh 1536	M. tuberculosis GlmU
COC(=O)CSc1nnc(CNS(=O)(=O)c2ccc(Br)cc2)n1C	7.1	1.7%
CCOC(=O)C1=C(O)C(=O)N(c2ccc(S(N)(=O)=O)cc2)C1c1ccc(OC)cc1 (configuration not stated)	6.3	-2.3%
COc1ccc(NC(=O)CSc2nnc(Cn3cnc4ccccc43)n2C)cc1	.	1.9%
CCOc1cc(N2CCOCC2)c(OCC)cc1NC(=O)COC(=O)c1cc2ccccc2cc1O	5.9	2.8%
COC(=O)c1ccc(C(NC(=O)OCc2ccccc2)/C(C)=C/[C@@H](C)C(=O)NCc2ccc(OC)c(OC)c2)cc1 (some centres not stated)	.	-1.1%
NC(=O)c1ccc(NC(=O)Cc2csc(-c3ccccc3)n2)cc1	8.5	-0.2%
Cc1c(Nc2nc(-c3cccc([N+](=O)[O-])c3)cs2)c(=O)n(-c2ccccc2)n1C	.	-2.9%
Cc1sc2c(c1C)c(=O)n(-c1ccc(Cl)cc1)c(=O)n2Cc1cc(=O)n2ccccc2n1	2.7	-4.9%
C=CCn1c(CNC(=O)c2ccccc2F)nnc1SCc1nc2ccccc2c(=O)[nH]1	-5.3	-4.7%
COc1cccc(CNCc2ccc(SC)cc2)c1OC	6.8	-1.4%
NS(=O)(=O)c1ccc(NC(=S)NC(=O)c2ccc(-c3ccccc3)cc2)cc1	-3.4	-1.6%
COc1cccc(-c2cc(C(=O)N3CCCCC3C)no2)c1 (configuration not stated)	83.8	.
Cc1[nH]c(=O)[nH]c(=O)c1S(=O)(=O)NCC12CC3CC(CC(C3)C1)C2	.	2.8%
c1ccc(-c2noc(-c3cccc4ccccc34)n2)nc1	9.3	1.5%
Cn1c(N)c(C(=O)COC(=O)CN2C(=O)c3ccccc3C2=O)c(=O)n(C)c1=O	10.7	-0.3%
CC(C)CN(C(=O)CN1CCOCC1)c1c(N)n(CC(C)C)c(=O)[nH]c1=O	11.2	-0.6%
COc1ccccc1/C=N/NC(=O)c1ccccc1Cl	.	-0.6%
Cc1ccc2nc(Nc3ccccc3O)nc(-c3ccccc3)c2c1	.	3.0%
O=C(O)CSc1nnc(CNc2cccc(C(F)(F)F)c2)n1Cc1ccco1	-1.2	-2.3%
C=CCNCCOc1ccccc1-c1ccccc1	-8.1	1.8%
COc1ccc(S(=O)(=O)Nc2ccccc2OC)cc1NC(=O)Cc1cccs1	.	3.5%
CC(C(=O)N1CCCC1)c1ccc([N+](=O)[O-])cc1 (configuration not stated)	.	-3.6%
COc1cc(SC)ccc1C(=O)N1CCN(c2ccccc2)CC1	-4.5	5.9%
Cc1ccc(CN(C)CC(=O)Nc2ccc3c(c2)CCC3)cc1	.	-6.0%
Cc1nc(N)nc(Cl)c1Cc1ccc(Cl)cc1	87.8	-1.2%
SMILES	RmlCD inh 1536	M. tuberculosis GlmU
CCCC/C(=N/O)c1c(C)[nH]c2ccccc12	-15.3	3.4%
CCCCC1(C(=O)OCC)CC(CSC(=N)N)OC1=O (configuration not stated)	.	0.2%
CCCCN(CCCC)S(=O)(=O)c1ccc(OC)c2ncccc12	.	2.5%
N#CC1=C(Nc2ccccc2)SC=C(c2ccc(Cl)c(Cl)c2)N=C1N1CCOCC1	9.7	.
Cc1cc2c(n1-c1ccc(Br)cc1)CC(C)(C)CC2=O	42.5	-1.0%
CCOc1ccc(-n2c(Cc3cc(=O)[nH]c(=O)[nH]3)nnc2SCC)cc1	.	0.0%
O=C(N/N=C1\CCSc2ccc(F)cc21)c1cccnc1	8.7	11.6%
O=C(NCc1cc(C(F)(F)F)cc(C(F)(F)F)c1)C1CC(c2c(Cl)cccc2Cl)=NO1 (configuration not stated)	18.0	3.8%
CCOC(=O)c1c(C)nc2c(c1-c1cc(OC)c(OC)c(OC)c1)C(=O)c1ccccc1-2	.	1.0%
O=C(Nc1ccccn1)NC12CC3CC(CC(C3)C1)C2	.	-4.6%
CN(CCNC(=O)CCNC(=O)Cn1ccc2ccccc2c1=O)Cc1ccccc1	-8.1	1.4%
Cc1ccc(SCCC(=O)OCC(=O)Nc2ccc(S(N)(=O)=O)cc2)cc1	-0.1	-2.4%
CCCCN1C(=O)NC(NS(=O)(=O)c2ccc(N)cc2)(C(F)(F)F)C1=O (configuration not stated)	.	0.1%
CC1CCN(S(=O)(=O)c2cccc(C(=O)Oc3ccc([N+](=O)[O-])cc3)c2)CC1	.	-3.5%
NC(=O)NNC1=Nc2cccc3cccc1c23	.	1.6%
Cc1cccc(NC(=O)CC2c3ccccc3Oc3ccccc32)c1	.	0.2%
Cc1c(/C=N/O)sc2ccccc12	-0.2	2.3%
Cc1nn(Cc2nnc(SCC(=O)Nc3cccc(C(F)(F)F)c3)n2C)c(C)c1[N+](=O)[O-]	-3.0	-4.8%
CCCN(Cc1ccc(N(CC)CC)cc1)CC1CC1	-11.6	-3.8%
COc1ccc(CCNC(=O)CSc2nc3ccccc3o2)cc1OC	.	8.4%
COc1ccc(CCNC(=O)CSc2nc3[nH]ncc3c(=O)[nH]2)cc1OC	-14.0	2.8%
CCc1ccccc1NC(=O)CN1CCC(NC(=O)COC)CC1	-8.5	-4.5%
CCC(C)NS(=O)(=O)c1ccc(S(=O)(=O)N2CCCC3(CCCCC3)C2)cc1 (configuration not stated)	11.4	-1.9%
CC1CCC2(CC1)NC(=O)N(Cc1cccc(C(F)(F)F)c1)C2=O (configuration not stated)	-5.2	2.9%
COc1ccc(N2CCN(C(=O)c3cc4c(-c5cccc(OC)c5)nn(C)c4s3)CC2)cc1	-11.9	0.4%

Looked up by compound from the list above:
SMILES	RmlCD inh 1536	M. tuberculosis GlmU
CC1CCC2(CC1)NC(=O)N(Cc1cccc(C(F)(F)F)c1)C2=O (configuration not stated)	-5.2	2.9%
N#CC1=C(Nc2ccccc2)SC=C(c2ccc(Cl)c(Cl)c2)N=C1N1CCOCC1	9.7	.
CCOC(=O)c1c(C)nc2c(c1-c1cc(OC)c(OC)c(OC)c1)C(=O)c1ccccc1-2	.	1.0%
Cc1c(/C=N/O)sc2ccccc12	-0.2	2.3%

(listing goes on)
SMILES	RmlCD inh 1536	M. tuberculosis GlmU
Cc1nccn1CC(=O)N/N=C/c1cc(Br)cs1	0.4	3.2%
CCOC(=O)c1c(NC(=O)CSc2nnnn2C)sc(C)c1-c1ccc(C)cc1	11.3	5.0%
COc1cccc(NCc2cc3c(C(C)(C)C)nn(-c4ccccc4)c3[nH]c2=O)c1	.	2.4%
CCc1ccc(Nc2nnc(SCC(=O)N(C)C3CCS(=O)(=O)C3)s2)cc1 (configuration not stated)	18.7	.
CCOC(=O)Cc1csc(NC(=O)C(C)c2ccc([N+](=O)[O-])cc2)n1 (configuration not stated)	-2.5	-5.6%
O=C(Nc1nccs1)c1ccc(Cl)s1	.	1.7%
O=C(Nc1ccccc1Cl)c1ccccc1Cl	.	-1.3%
NC(=O)CC[C@@H]1NC(=O)[C@H](Cc2ccccc2)NC(=O)[C@H](Cc2ccc(O)cc2)NC(=O)[C@@H](N)CSSC[C@@H](C(=O)N2CCC[C@H]2C(=O)N[C@@H](CCCN=C(N)N)C(=O)NCC(N)=O)NC(=O)[C@H](CC(N)=O)NC1=O	?	.
COC(=O)c1cc(Cl)c(N)cc1OC	1.7	-0.9%
Cc1ccc(/C(N)=N/OC(=O)c2cc(-c3ccccc3)nc3ccccc23)cc1	.	6.9%
CCOC(=O)c1ccc2c(c1)N(CC(=O)N1CCCC1)C(=O)C(C)(C)O2	19.1	3.0%
COCCNS(=O)(=O)c1ccc(-c2ccc(S(=O)(=O)NCCOC)cc2)cc1	11.8	.
Cc1cc(=S)c2cccc(C)c2[nH]1	-14.5	9.8%
O=S1(=O)CCN2C(c3ccc4c(c3)CCCC4)=CSC2=N1	12.9	10.7%

Assay outcomes from PubChem BioAssay.
